# Bioassay records as filed in PubChem.
# NPR2 activator: GC-B (human) receptor activation | HEK293-GC-B cells, CNP EC30, cGMP TR-FRET; 0% at EC30 CNP, 100% saturating CNP | activation, % at 10 µM | 370,000 tested, 0.11% active | AID 1920062;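 active = activation at 10 µM reaching about 35% in either raw or pattern-adjusted values, limit read from the data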
# ASAP1 GAP inh: blocks human ASAP1-stimulated Arf1 GTP hydrolysis. Q9ULH1. GDP FP detection. inhibition, % at 16.5 µM. 360,000 tested, 0.19% active. AID 624377; in the data active = inhibition above about 25%;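 also: 0% = vehicle with enzyme and substrate and 100% = no enzyme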
# GAA850 FXN act: frataxin GAA850 promoter activation; HEK293 lucGAA850 FXN promoter luciferase reporter, 24 h; percent of 10 µM SAHA response; 360,000 tested, 0.56% active; activation, % at 6 µM;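 active = activation above the average of all compounds screened plus 3 SD, cutoff fixed separately per campaign, cut at about 7.5% in these data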;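 also: 0% = DMSO wells and 100% = 10 µM SAHA wells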
# HGIII-sPLA2 inh: Blocks human group III sPLA2 activity; Q9NZ20; 370,000 tested, 0.56% active; QFRET BODIPY PC-A2 liposome hydrolysis, fluorescence; AID 743126; inhibition, % at 12.2 µM;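 active = inhibition above mean plus 3 SD of compounds lying within the high and low control bounds, cut at about 19% in these data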;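 also: 0% = median of test compound wells and 100% = no enzyme DMSO wells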
# proKLK7 act: activators of human kallikrein-7 zymogen. activation, % at 7 µM. P49862. purified proKLK7, EDANS-DABCYL substrate fluorescence; 100% is mature enzyme control, 0% vehicle. 370,000 tested, 0.9% active;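 active = activation above the mean of all tested compounds plus 3 SD, computed per campaign excluding outliers beyond control limits, cut at about 13% in these data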
# DDE Tn6 FP inh: DD(E)-Tn6 binding inhibition, primary FP screen | P02675 | Fibrin DD(E) TRITC-Tn6 fluorescence polarization displacement | inhibition, % at 8.3 µM | 370,000 tested, 0.21% active;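 active = inhibition above a per-campaign cutoff: mean of compounds within control limits plus 3 SD, cut at about 15% in these data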;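 also: 0% = median of all compound wells on the plate and 100% = blocking peptide control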
# ADAM10 inh: inhibitors of human ADAM10; 370,000 tested, 0.62% active; recombinant ADAM10, EDANS/DABCYL FRET peptide cleavage, 3 h; O14672; inhibition, % at 7 µM;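 active = inhibition above a per-campaign cutoff equal to the mean of compounds falling between control-based bounds plus 3 SD, cut at about 20% in these data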;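 also: 0% = DMSO wells while the 100% control is not disclosed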
# GC-A act: GC-A (human) enzyme activation; HEK293 GC-A cells, cGMP TR-FRET, EC30 ANP; 0% at EC30 ANP, 100% saturating ANP; activation, % at 10 µM; P16066; 370,000 tested, 0.14% active; AID 1671463; in the data active = activation above about 40%
# Target sequence (P16066 whole entry, looked up): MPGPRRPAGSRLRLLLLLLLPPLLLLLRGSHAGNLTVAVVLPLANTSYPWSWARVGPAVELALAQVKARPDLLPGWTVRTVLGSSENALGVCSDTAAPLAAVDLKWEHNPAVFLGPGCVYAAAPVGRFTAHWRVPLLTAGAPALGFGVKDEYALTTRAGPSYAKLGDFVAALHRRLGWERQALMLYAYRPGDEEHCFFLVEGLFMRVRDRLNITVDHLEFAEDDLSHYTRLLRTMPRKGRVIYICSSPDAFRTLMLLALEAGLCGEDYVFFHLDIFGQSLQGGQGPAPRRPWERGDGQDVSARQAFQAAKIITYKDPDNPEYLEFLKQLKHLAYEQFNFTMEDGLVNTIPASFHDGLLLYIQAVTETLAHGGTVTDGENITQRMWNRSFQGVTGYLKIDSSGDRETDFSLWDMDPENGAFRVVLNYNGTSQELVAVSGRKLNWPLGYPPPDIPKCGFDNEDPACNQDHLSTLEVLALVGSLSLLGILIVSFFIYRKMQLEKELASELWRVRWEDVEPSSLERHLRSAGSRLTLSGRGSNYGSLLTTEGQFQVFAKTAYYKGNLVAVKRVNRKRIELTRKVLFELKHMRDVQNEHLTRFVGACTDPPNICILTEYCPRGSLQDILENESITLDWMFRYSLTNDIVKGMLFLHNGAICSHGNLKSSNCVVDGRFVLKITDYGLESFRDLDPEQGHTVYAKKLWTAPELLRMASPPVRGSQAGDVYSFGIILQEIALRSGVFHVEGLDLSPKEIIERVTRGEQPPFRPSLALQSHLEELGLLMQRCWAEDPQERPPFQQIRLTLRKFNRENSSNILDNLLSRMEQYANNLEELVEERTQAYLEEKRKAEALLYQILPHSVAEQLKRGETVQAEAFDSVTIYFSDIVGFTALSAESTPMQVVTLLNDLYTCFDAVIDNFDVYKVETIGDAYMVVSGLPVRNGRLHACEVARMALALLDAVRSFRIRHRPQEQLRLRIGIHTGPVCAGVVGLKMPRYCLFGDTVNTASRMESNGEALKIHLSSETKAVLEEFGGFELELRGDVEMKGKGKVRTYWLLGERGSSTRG
# ARFGAP1 inh: rat ARFGAP1 inhibition | Arfgap1-stimulated ARF1 GTP hydrolysis, GDP FP detection | Q62848 | 360,000 tested, 0.26% active | inhibition, % at 16.5 µM;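 active = inhibition above a per-plate limit, mean inhibition of low control wells plus 3 SD, cut at about 25% in these data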;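 also: 0% = DMSO wells with enzyme and 100% = wells lacking Arfgap1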
#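 material = rat Arfgap1 catalytic domain, aa 1-136 | also added = human ARF1(Δ1-17)-GTP substrate | compound dosing = one concentration, 16.5 µM, DMSO 1.26% | times = GTP hydrolysis reaction 2 h at 25 °C | measured by = FP, GDP Alexa 633 tracer displaced from anti-GDP antibody, 620/688 nm | evaluation = percent inhibition of Arfgap1-stimulated GTP hydrolysis | replication = single well per compound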
# rCAG RNA binder: molecules binding r(CAG) RNA repeats; 370,000 tested, 1.3% active; inhibition, % at 3 µM; r(CAG) RNA repeat, TO-PRO-1 dye displacement fluorescence;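 active = inhibition above the plate cutoff, the mean of all test compounds on that plate plus 3 SD, cut at about 35% in these data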;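 also: 0% = DMSO alone and 100% = 100 µM mitoxantrone as full dye displacement; higher means more dye released from RNA so lower well fluorescence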
# Numbers without * were called inactive; i = inactive; . = no result given.
SMILES,NPR2 activator,ASAP1 GAP inh,GAA850 FXN act,HGIII-sPLA2 inh,proKLK7 act,DDE Tn6 FP inh,ADAM10 inh,GC-A act,ARFGAP1 inh,rCAG RNA binder
COc1ccc(NC(=O)CSc2nnc(-c3ccoc3C)n2CCc2ccccc2)cc1,-20,7,1.2,-78,0.5,1,9,-9,1,4
COc1ccc(OCCC(=O)N2CCOCC2)cc1,5,-1,0.9,4,-0.2,1,6,2,0,1
O=C(Nc1ccc2c(c1)OCO2)C1CCCN1C(=O)Nc1ccccc1F (stereo not given),-3,23,-4.0,6,0.8,5,8,-1,7,-1
COc1ccc(-c2cn(Cc3ccc4c(c3)C(=O)c3ccccc3C4=O)nn2)cc1,-7,-7,3.2,1,0.1,-9,8,-4,-10,4
O=c1cc(NC2CCCCC2)c2ccccc2o1,-1,4,0.2,-1,-0.1,1,3,-5,5,3
COc1ccccc1NC(=O)C(C)OC(=O)/C=C/c1ccc2ccccc2n1 (stereo not given),1,16,2.6,1,0.1,-1,-16,2,-6,0
CCCn1c(C)cc(=O)c2cc(NC(=O)c3ccccn3)ccc21,1,-12,-0.8,-9,1.3,2,0,10,2,-2
CNC(=O)N/N=C(\N)c1ccccn1,3,-14,2.1,0,-0.3,3,5,-1,-11,0
CC(=O)NC(=S)Nc1ccccc1N1CCN(C(=O)c2ccccc2)CC1,2,-11,-2.5,-2,0.2,-1,6,-2,-3,-9
C[C@H](CO)N1C[C@H](C)[C@@H](CN(C)S(=O)(=O)c2cccs2)Oc2c(NC(=O)C3CCCCC3)cccc2C1=O,-1,-19,-0.6,0,0.9,-4,7,-3,-4,-3
Cc1ccc(OC(=O)c2ccc(C)c(C)c2)cn1,1,1,-2.7,-2,0.1,-2,-7,8,14,0
O=C(NNC(=S)NC(=O)c1cccnc1)c1ccc(F)cc1,1,3,0.3,7,0.3,-5,3,3,-5,-2
COc1ccc(Cl)cc1-c1cc(C(=O)Nc2ccc(F)cc2)[nH]n1,21,5,-1.3,4,-0.1,3,-9,20,17,4
COc1cc(OC)nc(NC(C)=O)n1,1,-1,0.7,4,0.1,0,0,3,6,1
CCn1c2ccccc2c2cc(NC(=O)c3ccc([N+](=O)[O-])cc3)ccc21,3,-9,0.4,9,-0.3,6,8,-1,5,2
O=C(COC(=O)c1c(F)cccc1Cl)NC(=O)Nc1ccc2c(c1)OCCO2,5,3,-1.9,-9,-0.2,1,2,3,-6,2
CC1Cc2cc(S(=O)(=O)NCc3ccccc3)ccc2N1C(=O)C1CC1 (stereo not given),5,-6,1.0,-4,-0.6,-2,6,4,1,-2
c1ccc(CSc2nnc(-c3ccccc3)c(-c3ccccc3)n2)cc1,-3,-1,0.2,5,-0.2,-3,19,0,12,13
Cc1ccc(Cn2cccc(NC(=O)CCC3CCCC3)c2=O)cc1,-1,-3,2.0,5,-0.1,-8,-1,-1,-9,-8
CC1=C(C#N)CCC(=O)N1Cc1c(C)cc(C)cc1C,0,-10,0.6,-4,-0.1,-8,5,-1,7,-7
CCC(=O)N1CCc2cc(S(=O)(=O)CCC(=O)NCc3ccco3)ccc21,2,-16,2.2,8,0.3,5,-6,-1,-2,-2
CCc1cnc(Nc2nc(C(N)Cc3ccc(Cl)cc3)cs2)nc1 (stereo not given),-3,-10,-0.5,9,-0.3,-7,-6,-5,16,17
O=C(c1cc(-c2ccccn2)nc2ccc(Cl)cc12)N1CCN(CCc2ccccc2)CC1,7,6,-0.9,-5,0.3,-11,-1,8,-3,0
CS(=O)(=O)N(CC(=O)NCc1ccccc1)Cc1ccc(Cl)cc1,-2,-3,1.9,-5,0.5,-2,-1,-3,0,-4
COc1ccc2oc(C(=O)OCC(=O)NCC3CCCO3)c(C)c2c1 (stereo not given),-4,-1,1.0,5,-3.1,-3,-242,2,-4,1
CCOc1ccc(C(=O)/C=C/c2cc(OC)c(OC)c(OC)c2)cc1,-1,2,0.8,-8,-2.6,-1,-4,2,-7,-2
Nc1ccccc1C(=O)N1O[C@@H]2C=C[C@H]1C2,-4,-6,-0.1,3,1.6,3,-163,3,1,6
Cc1ccc(C(=Cc2ccc([N+](=O)[O-])cc2)C(=O)O)cc1,10,1,-0.8,0,0.3,8,-2,-2,7,2
COc1ccc(S(=O)(=O)N2CCCOC2CNC(=O)C(=O)NCCCn2ccnc2)cc1 (stereo not given),0,16,-1.2,0,0.3,3,-1,1,1,1
COc1ccc(CNC2CCCc3ccccc32)c(OC)c1 (stereo not given),-13,-4,-1.0,15,0.3,-3,-7,-6,5,5

# An excerpt from above, reduced to GAA850 FXN act:
Structure	GAA850 FXN act
CCC(=O)N1CCc2cc(S(=O)(=O)CCC(=O)NCc3ccco3)ccc21	2.2
CS(=O)(=O)N(CC(=O)NCc1ccccc1)Cc1ccc(Cl)cc1	1.9
Cc1ccc(C(=Cc2ccc([N+](=O)[O-])cc2)C(=O)O)cc1	-0.8

# (next part)
SMILES,NPR2 activator,ASAP1 GAP inh,GAA850 FXN act,HGIII-sPLA2 inh,proKLK7 act,DDE Tn6 FP inh,ADAM10 inh,GC-A act,ARFGAP1 inh,rCAG RNA binder
COC(=O)C[C@H]1c2ccccc2S(=O)(=O)N1C(C)C,3,-8,-0.3,0,-0.6,3,-4,0,11,0
CCOC(=O)c1c(-c2ccc(F)cc2)csc1/N=C/N(C)C,5,-8,3.7,0,0.7,2,5,1,-14,-6
CC(=O)NC1CCCC(NC(C)=O)C1 (stereo not given),5,6,1.5,4,0.6,7,-10,1,1,5
CCOC(=O)Cc1cn2c(=O)cc(CSCC(=O)Nc3ccc(C)c(C)c3)nc2s1,4,-11,-0.8,-2,-0.9,4,-10,-2,-9,2
CCOC(=O)C1CCCN(C(=S)Nc2ccc(C)cc2C)C1 (stereo not given),1,7,0.9,7,-0.1,5,5,1,-13,-2
COc1ccc2oc(C(=O)OC/C(O)=C(\C#N)c3nc4ccccc4[nH]3)c(C)c2c1,-5,0,1.9,2,0.1,1,-20,-3,-1,7
C[C@H]1CN([C@@H](C)CO)C(=O)CCCn2cc(nn2)CO[C@@H]1CN(C)C(=O)Nc1ccc(-c2cccs2)cc1,-1,5,.,11,-1.3,1,-7,0,-7,4
O=C(Nc1ccccc1)c1ccc(S(=O)(=O)N2CCC(C(=O)O)CC2)cc1,2,-3,0.1,2,0.4,8,-6,2,-6,-2
Cc1nn(C)cc1CN(C)C(=O)c1nn2c(c1Br)NC(c1cccs1)CC2C(F)(F)F (stereo not given),5,0,0.5,-5,0.0,-1,2,-2,-6,-11
O=C(Cn1nc(-c2ccccc2)ccc1=O)NCCN1CCN(c2cccc(Cl)c2)CC1,-2,2,-0.5,-10,0.3,2,8,-3,-17,1
COC(=O)c1cc(CN2C(=O)c3ccccc3C2=O)c(O)c([N+](=O)[O-])c1,0,7,0.3,3,0.0,2,-8,2,6,2
CCCCCC(=O)N(O)C1CC(=O)N(c2ccccc2)C1=O (stereo not given),4,3,1.4,-1,0.4,-5,-1,7,-4,6
Cc1ccc(C(=O)Nc2ccc(F)cc2)cc1NC1=NC2CS(=O)(=O)CC2S1 (stereo not given),2,-6,-0.6,4,0.0,-11,-4,-2,5,5
Cc1ccccc1CNC(=O)CCC(=O)N1CCOc2ccccc21,0,-6,0.2,3,-0.8,-1,-15,-2,10,-1
O=c1c2ccccc2oc2ccc(C#CC3(O)CCCCC3)cc12,1,-14,-6.9,-9,-7.6,0,-264,2,-2,4
NS(=O)(=O)c1ccc(CCNC(=O)COC(=O)C2COc3ccccc3O2)cc1 (stereo not given),1,5,0.9,12,-0.1,-8,-16,3,3,2
O=C(CSc1nnc(CNC(=O)C23CC4CC(CC(C4)C2)C3)n1-c1ccccc1)Nc1ccc(F)cc1,-3,7,3.4,-25,-0.1,-8,7,-6,13,1
CCCNS(=O)(=O)c1ccc(CCC(=O)Nc2cc(Cl)ccc2Oc2ccccc2)cc1,-4,-7,-2.0,-30,0.0,0,21*,5,10,9
CSc1cccc(NS(=O)(=O)c2cccs2)c1,-2,3,0.1,-4,-0.4,7,11,0,-3,1
CCN(CC)C(=O)CSc1nnc(-c2ccccn2)n1Cc1ccccc1,7,6,1.1,-3,0.5,14,0,3,10,-6
COc1ccc(-c2nc3n(n2)C(c2ccccc2)C2=C(CCCC2=O)N3)cc1OC (stereo not given),-11,3,3.5,-5,-0.2,2,-24,-19,2,-1
Nc1cc(Cl)ccc1C(=O)OCC(=O)N1CCOCC1,-1,11,1.2,10,12,-2,i,7,10,-3
O=C(/C=C/c1ccc(N2CCOCC2)cc1)c1ccccc1,-4,-3,3.7,2,1.1,2,-2,3,-3,-7
COc1ccc(C2C3=C(CCCC3=O)NC3=C2C(=O)c2ccccc23)cc1 (stereo not given),-3,-2,0.5,1,0.4,-1,-81,-4,10,11
CC1CCCC(NC(=O)COC(=O)c2ccc3ccccc3n2)C1C (stereo not given),-4,-3,0.7,3,-0.2,-2,2,-6,1,-8
COc1cc(C(=O)NCC(c2cccs2)N2CCOCC2)cc(OC)c1OC (stereo not given),6,20,-1.6,10,0.1,6,-4,-4,1,-8
CCC(=NCCc1c(C)[nH]c2ccc(C)cc12)C1=C(O)CC(c2ccccc2)CC1=O (stereo not given),-6,9,4.6,-20,-0.4,-1,1,-11,-5,-2
COc1ccc(S(=O)(=O)NCC2CCC(C(=O)NCCC(C)C)CC2)cc1 (stereo not given),1,-5,1.8,-8,0.1,5,-5,-4,1,-9
O=C(Cn1c(NCCO)nc2ccccc21)c1cccs1,9,2,0.1,-17,-0.1,-4,-3,1,-9,2
CCC1CN(C(=O)NCc2ccccc2)c2cc(Cl)ccc2O1 (stereo not given),-10,-9,1.4,-5,-0.2,1,6,-13,-3,4

# Sorted by formula weight (lowest first): three of the compounds above.
SMILES,NPR2 activator,ASAP1 GAP inh,GAA850 FXN act,HGIII-sPLA2 inh,proKLK7 act,DDE Tn6 FP inh,ADAM10 inh,GC-A act,ARFGAP1 inh,rCAG RNA binder
CSc1cccc(NS(=O)(=O)c2cccs2)c1,-2,3,0.1,-4,-0.4,7,11,0,-3,1
COc1ccc(-c2nc3n(n2)C(c2ccccc2)C2=C(CCCC2=O)N3)cc1OC (stereo not given),-11,3,3.5,-5,-0.2,2,-24,-19,2,-1
CCCNS(=O)(=O)c1ccc(CCC(=O)Nc2cc(Cl)ccc2Oc2ccccc2)cc1,-4,-7,-2.0,-30,0.0,0,21*,5,10,9

# Going on with the list.
SMILES,NPR2 activator,ASAP1 GAP inh,GAA850 FXN act,HGIII-sPLA2 inh,proKLK7 act,DDE Tn6 FP inh,ADAM10 inh,GC-A act,ARFGAP1 inh,rCAG RNA binder
COC(=O)c1ccc(COC(=O)Cc2n[nH]c(=O)c3ccccc23)cc1,23,-21,4.0,-3,-0.5,-3,10,18,-1,-2
c1ccc(-c2ccc3sccc3n2)cc1,1,15,3.1,6,0.1,7,5,-3,5,0
Cc1ccc2nc(NCc3ccccc3)c(C=NCc3cccnc3)c(=O)n2c1,11,0,-0.1,12,-0.1,-4,-47,13,-5,0
OC(CNc1nc2ccccc2s1)c1ccccc1 (stereo not given),-1,9,-0.3,-8,-0.3,-8,0,1,7,-1
NC(=O)COC(=O)c1oc2ccccc2c1CSc1ccc(Cl)cc1,-17,6,0.3,-3,-0.5,2,9,0,-15,-3
COc1ccc2oc(=O)c(/C(C)=N/NC(=O)c3ccncc3)cc2c1,-10,12,-1.6,-6,-19,2,-68,-1,2,4
